Source: PubChem BioAssay (several laboratories)
MEP2 TOR yeast: yeast TOR pathway MEP2-GFP modulation; S. cerevisiae MEP2-GFP strain, flow cytometry GFP, 3 h; 100% = DMSO control level; GFP response vs DMSO, % at 10 µM; actives 0.51% (n = 330,000); AID 2016;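 active = GFP response versus DMSO above a set limit, roughly screen mean plus 3 SD, cut at about 180% in these data; inconclusive = fewer than 70 cells counted for a yeast strain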;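 note: median GFP fluorescence of the barcode-gated MEP2-GFP cells per well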
RPL19A-GFP yeast: modulators of TOR pathway RPL19A-GFP in S. cerevisiae; actives 0.3% (n = 330,000); AID 2025; percent response vs DMSO, % at 10 µM; S. cerevisiae RPL19A-GFP strain, flow cytometry, 3 h; active compounds read low;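 active = percent response vs DMSO below 50%; inconclusive = fewer than 70 events counted for the yeast strain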;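 note: median channel GFP fluorescence of the barcoded RPL19A-GFP strain; ratio of sample median GFP to plate DMSO average so 100% = DMSO; lower means less RPL19A-GFP as with rapamycin TOR inhibition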
CIT2-GFP yeast: alters CIT2-GFP fluorescence in TOR pathway yeast screen. S. cerevisiae CIT2-GFP strain, flow cytometry, 3 h; 100 means same as DMSO wells. GFP response vs DMSO, % at 10 µM. actives 0.065% (n = 320,000). AID 2029;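 active = GFP response relative to DMSO above a set limit, near the screen mean plus 3 SD, cut at about 150% in these data; inconclusive = Fewer than 70 cells measured for a yeast strain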;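 note: ratio of well median GFP fluorescence to mean of DMSO wells on the plate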
Efflux pump inh: antifungal efflux pump inhibition, Nile Red retention | S. cerevisiae Candida pump triplex | inhibition, % at 10 µM | actives 0.44% (n = 330,000) | AID 485275;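 active = plate passing quality check with inhibition over a set limit, or well fluorescence over plate mean plus 4 SD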;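 note: Nile Red retained in pooled yeast measured as flow cytometry median fluorescence; 0% = buffer negative control and 100% = Enniatin B positive control; higher means more Nile Red kept so more efflux inhibition; some compounds called inactive have numbers as strong as hits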
AHR activator: activates the human aryl hydrocarbon receptor. AID 2796. AHR-responsive luciferase reporter cells, luminescence. actives 2.5% (n = 320,000). P35869. activation, % at 5 µM; in the data active = activation above about 47%;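 note: 0% = vehicle wells and 100% = reference agonist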
Target sequence (P35869 whole entry, looked up): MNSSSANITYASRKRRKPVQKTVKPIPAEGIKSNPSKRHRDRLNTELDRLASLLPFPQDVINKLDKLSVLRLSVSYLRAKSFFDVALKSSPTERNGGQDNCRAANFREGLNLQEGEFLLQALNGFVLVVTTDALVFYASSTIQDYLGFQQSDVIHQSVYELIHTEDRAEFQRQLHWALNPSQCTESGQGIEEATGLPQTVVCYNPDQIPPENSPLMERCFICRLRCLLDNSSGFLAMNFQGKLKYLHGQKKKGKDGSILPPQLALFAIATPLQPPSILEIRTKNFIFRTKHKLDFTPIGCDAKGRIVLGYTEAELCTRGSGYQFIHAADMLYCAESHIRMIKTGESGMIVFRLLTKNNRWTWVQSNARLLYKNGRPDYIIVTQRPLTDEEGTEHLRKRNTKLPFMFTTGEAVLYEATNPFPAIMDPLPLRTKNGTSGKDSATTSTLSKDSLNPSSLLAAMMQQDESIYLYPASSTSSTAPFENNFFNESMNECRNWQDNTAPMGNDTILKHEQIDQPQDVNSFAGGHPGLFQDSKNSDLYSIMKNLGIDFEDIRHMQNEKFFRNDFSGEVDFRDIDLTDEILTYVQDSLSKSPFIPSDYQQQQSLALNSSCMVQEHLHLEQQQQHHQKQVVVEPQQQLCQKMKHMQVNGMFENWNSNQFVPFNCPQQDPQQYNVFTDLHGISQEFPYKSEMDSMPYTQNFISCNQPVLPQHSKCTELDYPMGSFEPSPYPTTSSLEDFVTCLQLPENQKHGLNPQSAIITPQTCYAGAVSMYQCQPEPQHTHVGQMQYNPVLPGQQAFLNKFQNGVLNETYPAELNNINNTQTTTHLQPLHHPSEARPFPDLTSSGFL
AGP1 TOR yeast: alters AGP1-GFP fluorescence in TOR pathway yeast screen; S. cerevisiae AGP1-GFP multiplex flow cytometry, 3 h; GFP as percent of DMSO wells; GFP response vs DMSO, % at 10 µM; actives 0.02% (n = 320,000); AID 2066;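 active = GFP response relative to DMSO above a set limit, near screen average plus 3 SD, cut at about 150% in these data; inconclusive = fewer than 70 cells counted for the yeast strain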;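 note: median GFP channel fluorescence of the gated AGP1 strain per well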
Yeast superoxide: lowers age-related superoxide in aged yeast cells; superoxide response (% of plate mean), % at 10 µM; actives 0.18% (n = 330,000); S. cerevisiae aged cells, superoxide DHE fluorescence; active compounds read low;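 active = superoxide response under a set limit, about three screen SD below normal, cut at about 65% in these data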;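 note: yeast aged for seven days with compound at 30 °C before DHE staining; 100% = average MFI of all compound-treated wells on the plate with controls excluded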
LAP4-GFP MLPCN: yeast TOR pathway LAP4-GFP modulation. GFP response vs DMSO, % at 10 µM. AID 2023. actives 0.34% (n = 320,000). S. cerevisiae LAP4-GFP multiplex, flow cytometry GFP, 3 h; median GFP as percent of DMSO wells;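 active = GFP response vs DMSO above a set limit, about the screen mean plus 3 SD, cut at about 150% in these data; inconclusive = under 70 cell events counted for the yeast strain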
* hit, by the source's call; ? = inconclusive; · = no result given; [ ] = another dose, or the depositor's remark.

1) COc1ccc(S(=O)(=O)NCc2cc(=O)n(C)c(=O)n2C)cc1F
2) CCCc1cc(C(=O)Nc2ccn(Cc3ccc(C)cc3)n2)no1
3) CN1CCN(S(=O)(=O)c2cccc(C(=O)NC3CCCc4ccccc43)c2)CC1 (stereo not drawn)
4) O=C1Nc2ccccc2C12NCCc1c2[nH]c2ccccc12 (stereo not drawn)
5) O=C(Nc1c2c(nn1-c1ccc([N+](=O)[O-])cc1)CS(=O)(=O)C2)c1cccs1
6) COc1ccc(NC(=O)CCNC(=O)Cn2cnc3ccccc3c2=O)cc1OC
7) CC(C)(C)c1ccc(-n2ncc3c2CCCC3NC(=O)C2(C(N)=O)CC2)cc1 (stereo not drawn)
8) CN1/C(=C\C=N\NC(=O)c2ccccc2Br)C(C)(C)c2ccccc21

screen / no.	1	2	3	4	5	6	7	8
MEP2 TOR yeast	105	93	94	104	103	106	94	131
RPL19A-GFP yeast	95	98	97	101	96	109	99	108
CIT2-GFP yeast	94	87	95	97	97	102	95	103
Efflux pump inh	-0.2	0.2	-0.1	0.1	-0.1	0.0	0.0	-0.8
AHR activator	0	1	11	15	1	2	-7	8
AGP1 TOR yeast	26	95	100	98	97	102	102	101
Yeast superoxide	82	99	101	113	101	101	112	105
LAP4-GFP MLPCN	95	114	102	103	97	98	102	116

Single entries from the results shown:
#4 in Efflux pump inh is entered as 0.1
#6 in Efflux pump inh is entered as 0.0

Continuation:
9) CCNC(=O)CC1C(=O)N(c2cccc(OC)c2)C(=O)N1CCOC (stereo not drawn)
10) CCCOc1ccc(C(=O)CCN2CCCCC2)cc1
11) Cc1cc(=O)n2nc(N3CCCC3C(=O)NCCCN3CC(C)CC(C)C3)sc2n1 (stereo not drawn)
12) O=C(c1ccco1)N1N=C(c2ccccc2)CC1c1ccc2nccnc2c1 (stereo not drawn)
13) COc1ccc(CCNC(=O)C2CC(c3ccccc3F)=NO2)cc1 (stereo not drawn)
14) CC(C)(C)OC(=O)N/N=C\C=C\c1ccc2c(c1)OCO2
15) Cc1cccc(C(=O)NCC(=O)N(C)Cc2nc3ccccc3c(=O)[nH]2)c1
16) O=C(C1=C(O)C(=O)N(CCCn2ccnc2)C1c1ccc(F)cc1)c1ccco1 (stereo not drawn)

screen / no.	9	10	11	12	13	14	15	16
MEP2 TOR yeast	95	103	114	93	84	102	94	100
RPL19A-GFP yeast	91	96	101	91	92	101	95	98
CIT2-GFP yeast	89	102	99	98	90	98	90	101
Efflux pump inh	0.3	-0.1	0.0	-0.1	-0.1	-0.1	0.1	0.1
AHR activator	-1	0	-1	4	9	36	1	-2
AGP1 TOR yeast	97	·	101	116	88	98	94	97
Yeast superoxide	110	98	98	97	103	121	114	92
LAP4-GFP MLPCN	101	114	98	112	141	97	100	103

Reprinted at random: 5 entries already listed
5) O=C(Nc1c2c(nn1-c1ccc([N+](=O)[O-])cc1)CS(=O)(=O)C2)c1cccs1
12) O=C(c1ccco1)N1N=C(c2ccccc2)CC1c1ccc2nccnc2c1 (stereo not drawn)
10) CCCOc1ccc(C(=O)CCN2CCCCC2)cc1
15) Cc1cccc(C(=O)NCC(=O)N(C)Cc2nc3ccccc3c(=O)[nH]2)c1
2) CCCc1cc(C(=O)Nc2ccn(Cc3ccc(C)cc3)n2)no1

screen / no.	5	12	10	15	2
MEP2 TOR yeast	103	93	103	94	93
RPL19A-GFP yeast	96	91	96	95	98
CIT2-GFP yeast	97	98	102	90	87
Efflux pump inh	-0.1	-0.1	-0.1	0.1	0.2
AHR activator	1	4	0	1	1
AGP1 TOR yeast	97	116	·	94	95
Yeast superoxide	101	97	98	114	99
LAP4-GFP MLPCN	97	112	114	100	114

(cont.)
17) Cc1cccc(-n2nnnc2SCC(=O)N(CC(C)C)c2c(N)n(CC(C)C)c(=O)[nH]c2=O)c1
18) O=C(Nc1ccccc1-c1ccccc1)C12CC3CC(CC(C3)C1)C2
19) CCN1C(=O)c2cccc3c(S(=O)(=O)N4CCCC4C(=O)O)ccc1c23 (stereo not drawn)
20) COc1ccccc1-n1c(SCC(N)=O)nnc1-c1ccccc1
21) CC1C2(C)OCC(C#N)(C(=N)O2)C1(C#N)C#N (stereo not drawn)
22) CCS(=O)(=O)N1CCC(C(=O)Oc2ccccc2)CC1
23) CC(C)[C@H](NC(N)=O)C(=O)NCCc1ccc(Cl)cc1Cl
24) CC(=O)Nc1ccc(NC(=O)/C=C/c2cccc(C(F)(F)F)c2)cc1

screen / no.	17	18	19	20	21	22	23	24
MEP2 TOR yeast	100	99	102	101	245*[may fluoresce violet]	108	102	104
RPL19A-GFP yeast	99	97	98	97	52[may fluoresce violet]	105	95	98
CIT2-GFP yeast	107	101	95	95	?	103	96	100
Efflux pump inh	0.0	0.2	0.2	0.0	0.2	0.1	0.1	0.0
AHR activator	1	2	-1	-1	1	0	6	7
AGP1 TOR yeast	105	96	99	97	?	99	98	102
Yeast superoxide	107	110	96	101	109	89	95	96
LAP4-GFP MLPCN	95	102	114	98	82[may fluoresce violet]	100	95	99

25) Cc1nc(Oc2ccc(Cl)cc2)c2oc3ccccc3c2n1
26) Cc1nc2ccc(NC(=O)c3ccc(C)c(S(=O)(=O)N4CCOCC4)c3)cc2s1
27) O=C(c1ccc2c(c1)N(Cc1ccccc1)C(=O)CS2)N1CCOCC1
28) COc1ccccc1/C=C/C(=O)OCC(=O)NNC(=O)c1ccccc1
29) Cn1c(-c2ccccc2)cc2ccccc21
30) O=C(NCc1ccco1)C(=O)NCC1OCCN1S(=O)(=O)c1ccccc1 (stereo not drawn)
31) COc1ccc(C(=O)NCCC2=CCCCC2)cc1OC
32) CCN1CCN(c2cc(C)c3cc(NC(=O)c4cc(OC)cc(OC)c4)ccc3n2)CC1

screen / no.	25	26	27	28	29	30	31	32
MEP2 TOR yeast	103	93	104	98	90	102	91	107
RPL19A-GFP yeast	107	92	105	99	98	103	·	87
CIT2-GFP yeast	·	94	111	92	95	96	91	97
Efflux pump inh	-0.1	-0.3	0.0	0.1	-0.1	0.0	-0.2	0.2
AHR activator	0	0	-1	22	1	-1	15	4
AGP1 TOR yeast	101	94	111	99	89	102	85	100
Yeast superoxide	94	71	84	104	104	100	102	121
LAP4-GFP MLPCN	118	91	101	100	85	105	90	102

33) Cn1nnnc1SCc1c(F)cccc1F
34) CN(C)S(=O)(=O)c1ccc(NCC2COc3ccccc3O2)c([N+](=O)[O-])c1 (stereo not drawn)
35) OC1C[N+]2(CCCCC2)C1
36) O=C(N/N=C/c1ccc(F)cc1)c1cc(-c2ccco2)nc2ccccc12
37) O=C(N/N=C/c1cccc([N+](=O)[O-])c1)c1ccc2c(c1)OCCO2
38) Cc1[nH][nH]c(=O)c1C(c1ccc(O)c([N+](=O)[O-])c1)c1c(C)[nH][nH]c1=O
39) CCOC(=O)C(=O)N1CCN(c2ccccc2OC)CC1
40) CC(C)(C)Nc1nc(SCC(=O)Nc2ccccc2Cl)nc(N2CCOCC2)n1

screen / no.	33	34	35	36	37	38	39	40
MEP2 TOR yeast	94	97	102	98	106	103	94	111
RPL19A-GFP yeast	95	99	101	95	98	104	96	101
CIT2-GFP yeast	96	93	100	90	105	107	100	97
Efflux pump inh	-0.1	-0.2	-0.1	-0.1	0.1	-0.1	-0.1	0.1
AHR activator	4	-1	3	12	12	2	-3	0
AGP1 TOR yeast	93	93	103	99	105	102	93	98
Yeast superoxide	87	106	101	117	114	114	96	102
LAP4-GFP MLPCN	95	88	96	102	101	97	90	106

41) CCCCN(C(=O)CNC(=O)c1ccco1)C(C(=O)NC1CCCC1)c1ccc(OC)cc1 (stereo not drawn)
42) O=C(COc1ccccc1)NS(=O)(=O)c1ccc(Cl)cc1
43) Cc1cc(-c2cccnc2)c(C#N)c(SCC#N)n1
44) CCN(c1ccccc1)S(=O)(=O)c1ccc(C(=O)NCCCn2ccnc2)cc1
45) N#CC(C#N)=c1ccc2c(c1)NC1(CCCCC1)N=2
46) CCN1CCN(C(=S)c2ccc(OC)cc2)CC1
47) CCOn1c(=O)c(-c2cc(OC)ccc2OC)[n+]([O-])c2ccccc21
48) CCn1c(SCC(=O)Nc2ccc3c(c2)OCO3)nnc1-c1cnccn1

screen / no.	41	42	43	44	45	46	47	48
MEP2 TOR yeast	103	96	107	96	104	96	105	100
RPL19A-GFP yeast	93	99	106	94	·	98	103	101
CIT2-GFP yeast	92	91	106	96	102	105	107	99
Efflux pump inh	0.0	-0.7	0.0	0.0	0.2	-0.1	0.0	0.0
AHR activator	-2	-5	24	5	18	0	6	9
AGP1 TOR yeast	97	95	106	105	106	101	104	105
Yeast superoxide	98	118	95	104	95	97	101	103
LAP4-GFP MLPCN	96	96	104	100	98	92	96	94

49) CCOc1ccc(NC(=O)CSc2nc3[nH]ncc3c(=O)[nH]2)cc1
50) COc1ccc(C(=O)Cc2ccc(OC)c(OC)c2)cc1
51) COC(=O)c1c(NC(=O)COC(=O)CNC(=O)C2CCCCC2)sc(C)c1C
52) COc1ccc(CCNC(=O)COC(=O)c2cnc(Cl)c(Cl)c2)cc1
53) COc1ccc(-n2nc(C(=O)NCC(=O)NCC3CCCO3)c3ccccc3c2=O)c(OC)c1 (stereo not drawn)
54) CC1CCCCN1CCCn1c(=S)[nH]c2ccccc2c1=O (stereo not drawn)
55) N#Cc1ccc(S(=O)(=O)N2CCCN(c3nc4ccc(Cl)cc4s3)CC2)cc1
56) COc1ccccc1-n1c(SCC(=O)O)nc2c(sc(=S)n2-c2ccc(Cl)c(C)c2)c1=O

screen / no.	49	50	51	52	53	54	55	56
MEP2 TOR yeast	96	107	105	95	108	95	103	115
RPL19A-GFP yeast	94	98	104	96	103	96	105	102
CIT2-GFP yeast	90	102	95	90	102	92	93	103
Efflux pump inh	0.1	0.1	0.0	0.0	0.0	0.2	0.2	0.0
AHR activator	10	2	5	0	-2	-1	1	2
AGP1 TOR yeast	102	104	100	98	105	93	105	99
Yeast superoxide	92	109	106	120	102	108	106	96
LAP4-GFP MLPCN	98	108	106	97	108	104	111	108

57) CCS(=O)(=O)Nc1ccc2[nH]c(=O)[nH]c2c1
58) Cc1ccnc(N2CCC(C(=O)Nc3ccc4c(c3)OCO4)CC2)n1
59) COc1ccc(N=C/C=C2/C=C(c3ccccc3)OC(C)(C)O2)cc1
60) COc1cc(C(=O)NNC(=O)Nc2ccc([N+](=O)[O-])cc2)cc(OC)c1OC
61) O=C(/C=C/c1ccc(Cl)cc1)NC1CC2CCC1C2 (stereo not drawn)
62) COc1ccc(N2CCN(C(=O)CCc3nc(-c4ccc(C)cc4)no3)CC2)cc1
63) CC1(C)C[C@H](O)[C@]2(CO)[C@H](O)C[C@]3(C)C(=CCC4[C@@]5(C)CC[C@H](O)C(C)(C)C5CC[C@]43C)[C@@H]2C1 (stereo partly drawn)
64) C=C(C)c1cccc(C(C)(C)NC(=O)NCc2cccnc2)c1

screen / no.	57	58	59	60	61	62	63	64
MEP2 TOR yeast	107	106	109	101	92	101	92	93
RPL19A-GFP yeast	110	104	115	101	94	102	95	106
CIT2-GFP yeast	105	98	84	106	84	104	97	108
Efflux pump inh	0.0	0.5	0.1	-0.1	0.0	-0.1	0.6	0.0
AHR activator	2	3	5	0	3	2	-1	0
AGP1 TOR yeast	99	99	72	100	88	99	102	99
Yeast superoxide	85	87	86	101	105	101	88	97
LAP4-GFP MLPCN	101	109	105	100	91	113	105	106
